SENP6 block: SENP6 protease inhibition; Q9GZR1; Recombinant SENP6 catalytic domain, aminoluciferin luminescence; inhibition, % at 10 µM; actives 1.8% (n = 330,000);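 active = inhibition above about 50% at the single tested dose, limit read from the data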;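 note: plate controls were DMSO wells with enzyme for no effect and DMSO wells lacking enzyme for full effect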
HKDC1 inhibitor: inhibitors of human hexokinase HKDC1 | Q2TB90 | AID 493160 | inhibition, % at 20 µM | recombinant HKDC1, G6PDH/diaphorase resazurin coupled fluorescence | actives 0.16% (n = 340,000);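 active = inhibition above about 35% when tested at 20 µM, limit read from the data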;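 note: plate controls were DMSO wells with enzyme for no effect and DMSO wells lacking enzyme for full effect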
Target sequence (Q2TB90 whole entry, looked up): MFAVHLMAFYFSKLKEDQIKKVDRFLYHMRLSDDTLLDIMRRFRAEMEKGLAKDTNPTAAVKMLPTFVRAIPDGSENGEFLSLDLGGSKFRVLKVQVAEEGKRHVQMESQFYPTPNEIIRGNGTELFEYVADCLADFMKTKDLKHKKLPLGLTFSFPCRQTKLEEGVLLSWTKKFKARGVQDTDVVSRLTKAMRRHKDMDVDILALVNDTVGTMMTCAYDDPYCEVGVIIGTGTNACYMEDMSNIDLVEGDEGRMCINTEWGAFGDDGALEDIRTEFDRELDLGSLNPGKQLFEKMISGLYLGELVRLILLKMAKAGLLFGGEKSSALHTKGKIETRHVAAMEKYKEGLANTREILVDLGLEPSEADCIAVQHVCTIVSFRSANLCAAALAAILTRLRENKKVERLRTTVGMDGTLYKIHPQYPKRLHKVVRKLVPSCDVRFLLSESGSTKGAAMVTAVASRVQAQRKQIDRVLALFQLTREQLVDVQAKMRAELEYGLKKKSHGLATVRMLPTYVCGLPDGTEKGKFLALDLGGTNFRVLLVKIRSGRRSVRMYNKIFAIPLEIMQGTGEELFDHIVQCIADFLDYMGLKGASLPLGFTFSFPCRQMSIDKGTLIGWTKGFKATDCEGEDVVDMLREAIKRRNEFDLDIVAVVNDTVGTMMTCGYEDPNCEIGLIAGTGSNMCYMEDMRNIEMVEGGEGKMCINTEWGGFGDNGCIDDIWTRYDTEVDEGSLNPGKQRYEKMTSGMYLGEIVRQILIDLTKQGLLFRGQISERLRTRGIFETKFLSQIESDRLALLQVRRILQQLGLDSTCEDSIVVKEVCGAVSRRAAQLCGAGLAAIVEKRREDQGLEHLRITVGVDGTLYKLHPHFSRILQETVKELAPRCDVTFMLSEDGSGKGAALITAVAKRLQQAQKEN
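Test system: HK5 enzyme. Quantity: 5 µg/mL HK5 final. Reagent: glucose and ATP substrates. Schedule: 90 min reaction incubation at room temperature, dark. Technique: resazurin-to-resorufin fluorescence via G6PDH and diaphorase coupling, 525/613 nm. Control set: DMSO wells with and without enzyme mix.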
SENP8 block-1: inhibitors of human SENP8 protease. inhibition, % at 20 µM. recombinant SENP8, Nedd8 substrate fluorescence. AID 602440. actives 0.64% (n = 360,000); in the data active = inhibition mostly above about 40%, no sharp cut-off; inactive = mostly below about 27%
NALP3 yeast inh: blocks the NALP3 inflammasome reconstituted in yeast; actives 0.39% (n = 330,000); AID 2825; inhibition, % at 10 µM; Yeast reconstituted NLRP3/ASC/caspase-1, beta-gal luminescence, 24 h;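 active = inhibition of 50% or more; inactive = inhibition below 50%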;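 note: plate controls were induced DMSO wells for no effect and uninduced yeast grown without galactose for full effect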
SENP8 block-2: SENP8 protease inhibition. purified SENP8, Z-RLRGG-aminoluciferin cleavage, luminescence. inhibition, % at 10 µM. actives 1.2% (n = 330,000). AID 2540; in the data active = inhibition above about 50%
Apaf-1 inh: blocks human Apaf-1 apoptosome activity; O14727; reconstituted apoptosome caspase-3 activity, DEVD-Rh110 fluorescence; inhibition, % at 20 µM; actives 0.71% (n = 330,000); active = inhibition of at least 40% at 20 µM;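 note: plate controls were DMSO wells for no effect and DEVD-CHO caspase inhibitor wells for full effect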
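Material: reconstituted apoptosome with Apaf-1, cytochrome c, caspase-9, procaspase-3, dATP / Buffer or medium: pH 7.5 Hepes buffer with CHAPS, BSA, DTT / Also added: cytochrome c with DEVD-Rh110 / Schedule: compound with Apaf-1, dATP, procaspase-3 30 min, then 50 min reaction, room temperature / Technique: rhodamine 110 fluorescence at Ex 480/Em 540 nm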
PfGluPho inh: PfG6PD (Plasmodium falciparum) enzyme inhibition | PfGluPho enzyme, NADPH resazurin-diaphorase fluorescence | inhibition, % at 20 µM | actives 0.78% (n = 350,000) | AID 504690;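 active = inhibition reaching at least a set limit at 20 µM in the primary screen, cut at about 59% in these data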;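 note: 0% = DMSO wells with substrate and 100% = DMSO wells lacking glucose-6-phosphate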
SENP7 inh: blocks the human protease SENP7. recombinant SENP7, Z-RLRGG-aminoluciferin luminescence, 40 min. Q9BQF6. inhibition, % at 5 µM. actives 1.5% (n = 330,000);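 active = inhibition above about 50% at the single test dose, limit read from the data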;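 note: plate controls were DMSO with enzyme for no effect and no enzyme buffer wells for full effect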
SENP1 FRET inh: blocks the human SENP1 SUMO protease catalytic domain. Q9P0U3. actives 0.21% (n = 360,000). recombinant SENP1 catalytic domain, CyPet-SUMO1-YPet FRET cleavage. AID 624204. inhibition, % at 10 µM;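 active = inhibition at least 30% at 10 µM, raw YFP signal under a set limit, fluorescence ratio 0.5 to 1.5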;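 note: 0% = enzyme with DMSO and 100% = no enzyme wells; some results filed as inactive read as strong as hits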
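System: Recombinant human SENP1 catalytic domain, His6-tagged | Incubation: Enzyme reaction for 50 min at room temperature, dark | Medium: Tris pH 8 with BME, BSA, NP40 and catalase | Also added: 25 nM SUMO1 FRET substrate | Compound: 10 µM single point, 0.5% DMSO | Measured by: FRET fluorescence in CFP and YFP emission channels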
* hit, by the source's call.

Screening CCOc1ccc2nc(C)cc(Nc3ccc4c(c3)OCCO4)c2c1 returned SENP6 block -5, HKDC1 inhibitor -1, SENP8 block-1 -17, NALP3 yeast inh 22, SENP8 block-2 -5, Apaf-1 inh -3, PfGluPho inh -12, SENP7 inh 9 and SENP1 FRET inh 1.
Screening O=C(NCCS(=O)(=O)NCc1ccc(F)cc1)c1ccccc1 returned SENP6 block -3, HKDC1 inhibitor 0, SENP8 block-1 11, NALP3 yeast inh 10, SENP8 block-2 9, Apaf-1 inh -1, PfGluPho inh -7, SENP7 inh -2 and SENP1 FRET inh 0.
Screening CC(=O)CSc1nc2cc3c(cc2cc1C#N)OCCO3 returned SENP6 block 91*, HKDC1 inhibitor 5, SENP8 block-1 -284, NALP3 yeast inh 22, SENP8 block-2 95*, Apaf-1 inh -1, PfGluPho inh 15, SENP7 inh 97* and SENP1 FRET inh 18.
`COc1cccc(/C=N/N2CCN(c3ccc(Cl)cc3)CC2)c1OC` gave SENP6 block -18, HKDC1 inhibitor -1, SENP8 block-1 20, NALP3 yeast inh 21, SENP8 block-2 -5, Apaf-1 inh 20, PfGluPho inh 8, SENP7 inh -6 and SENP1 FRET inh 2.
`CC1CCN(C(=O)COC(=O)CCC(=O)c2ccc(Cl)cc2)CC1` gave SENP6 block -8, HKDC1 inhibitor 2, SENP8 block-1 4, NALP3 yeast inh 18, SENP8 block-2 1, Apaf-1 inh 3, PfGluPho inh -5, SENP7 inh 10 and SENP1 FRET inh -1.
For COc1ccc(/C=C2\SC(=S)N(C(C)C(=O)NC3C=CS(=O)(=O)C3)C2=O)cc1 (stereo unspecified) the results were SENP6 block -8, HKDC1 inhibitor 8, SENP8 block-1 15, NALP3 yeast inh 8, SENP8 block-2 -12, Apaf-1 inh -6, PfGluPho inh -13, SENP7 inh 6 and SENP1 FRET inh -30.
COc1ccc(C)c2sc(N(CCN(C)C)C(=O)/C=C/c3cccs3)nc12 was read as SENP6 block -13, HKDC1 inhibitor 5, SENP8 block-1 -11, NALP3 yeast inh 30, SENP8 block-2 -9, Apaf-1 inh 19, PfGluPho inh 19, SENP7 inh 12 and SENP1 FRET inh 1.
CC(=O)N1c2ccc(S(=O)(=O)N3CCC(C(=O)NCc4ccccc4Cl)CC3)cc2CC1C (stereo unspecified) was read as SENP6 block 6, HKDC1 inhibitor -4, SENP8 block-1 17, NALP3 yeast inh 17, SENP8 block-2 -4, Apaf-1 inh 3, PfGluPho inh -1, SENP7 inh -3 and SENP1 FRET inh 1.
COc1ccc(-c2csc(NC(=O)CN3C(=O)NC4(CCCC4)C3=O)n2)c(OC)c1 was read as SENP6 block -11, HKDC1 inhibitor -3, SENP8 block-1 7, NALP3 yeast inh 11, SENP8 block-2 -14, Apaf-1 inh -1, PfGluPho inh -6, SENP7 inh 16 and SENP1 FRET inh 0.
For Cc1ccc(S(=O)(=O)N2CCOCC2)cc1NC(=O)COC(=O)CCC(=O)c1ccc(F)cc1 the results were SENP6 block -1, HKDC1 inhibitor 16, SENP8 block-1 2, NALP3 yeast inh 24, SENP8 block-2 2, Apaf-1 inh 3, PfGluPho inh -9, SENP7 inh -2 and SENP1 FRET inh 2.
`O=C(CNCc1ccccn1)N1CCc2ccccc2C1` gave SENP6 block -5, HKDC1 inhibitor -7, SENP8 block-1 8, NALP3 yeast inh 10, SENP8 block-2 -6, Apaf-1 inh -6, PfGluPho inh -9, SENP7 inh 2 and SENP1 FRET inh 1.
CCCN=C1N(C)C[C@@H]2[C@@H]3C(=O)N(C)C(=O)[C@@H]3[C@](Cc3ccccc3)(C(=O)OC)N12 was read as HKDC1 inhibitor -6, SENP8 block-1 7, Apaf-1 inh 2, PfGluPho inh 13, SENP7 inh 1 and SENP1 FRET inh 3.
For O=C(C1CCN(S(=O)(=O)N2CCOCC2)CC1)N1CCN(Cc2ccc3c(c2)OCO3)CC1 the results were HKDC1 inhibitor -25, SENP8 block-1 14, PfGluPho inh -22 and SENP1 FRET inh 2.
For Cc1onc(-c2ccccc2Cl)c1C(=O)NCc1nnnn1-c1ccc(F)cc1 the results were SENP6 block -12, HKDC1 inhibitor 0, SENP8 block-1 3, NALP3 yeast inh 16, SENP8 block-2 -5, Apaf-1 inh 4, PfGluPho inh 1, SENP7 inh 4 and SENP1 FRET inh 0.
CC1(C)CC(=O)C=C(c2cc3ccccc3s2)C1 was read as SENP6 block -3, HKDC1 inhibitor -5, SENP8 block-1 7, NALP3 yeast inh 18, SENP8 block-2 4, Apaf-1 inh 6, PfGluPho inh -4, SENP7 inh -4 and SENP1 FRET inh 4.
Screening Brc1ccc(C2=Nn3c(nnc3-c3cccnc3)SC2)s1 returned SENP6 block -15, HKDC1 inhibitor -6, SENP8 block-1 23, NALP3 yeast inh 3, SENP8 block-2 2, Apaf-1 inh 10, PfGluPho inh -11, SENP7 inh -4 and SENP1 FRET inh -1.
Screening COc1ccc(CN(C(=O)c2snc(C(N)=O)c2N)C(C(=O)NC2CCCC2)c2ccc(OC)cc2)cc1 (stereo unspecified) returned SENP6 block -12, HKDC1 inhibitor -3, SENP8 block-1 -318, NALP3 yeast inh 12, SENP8 block-2 1, Apaf-1 inh 14, PfGluPho inh 5, SENP7 inh -2 and SENP1 FRET inh -16.
Screening CCN(CC)S(=O)(=O)c1ccc(C)c(NC(=O)CN(C)C)c1 returned SENP6 block 5, HKDC1 inhibitor -10, SENP8 block-1 22, NALP3 yeast inh 15, SENP8 block-2 -1, Apaf-1 inh 4, PfGluPho inh -8, SENP7 inh 8 and SENP1 FRET inh 0.
For O=C(Nc1cccc([N+](=O)[O-])c1)N1CCc2ccccc2C1 the results were SENP6 block 29, HKDC1 inhibitor 2, SENP8 block-1 -1, NALP3 yeast inh 27, SENP8 block-2 9, Apaf-1 inh -5, PfGluPho inh 22, SENP7 inh 13 and SENP1 FRET inh 2.
`COc1ccc(S(=O)(=O)N2CCCC(C(=O)N3CCOCC3)C2)cc1Cl` (stereo unspecified) gave SENP6 block -12, HKDC1 inhibitor -5, SENP8 block-1 -2, NALP3 yeast inh -9, SENP8 block-2 -1, Apaf-1 inh 5, PfGluPho inh -2, SENP7 inh -1 and SENP1 FRET inh 2.
For COc1ccc(OC)c(NC(=O)C2C(C(=O)O)C3(Cl)C(Cl)=C(Cl)C2(Cl)C3(Cl)Cl)c1 (stereo unspecified) the results were SENP6 block 9, HKDC1 inhibitor 3, SENP8 block-1 5, NALP3 yeast inh 4, SENP8 block-2 3, Apaf-1 inh 21, PfGluPho inh 23, SENP7 inh 4 and SENP1 FRET inh 2.
Screening O=C(Nc1ccc2c(c1)OCCO2)C1CCN(C(=O)c2ccc(Br)cc2)CC1 returned SENP6 block -8, HKDC1 inhibitor -5, SENP8 block-1 13, NALP3 yeast inh 25, SENP8 block-2 4, Apaf-1 inh -4, PfGluPho inh -12, SENP7 inh 2 and SENP1 FRET inh -1.
Screening Cc1c(NC(=O)CN2C(=O)NC3(CCCC3)C2=O)c(=O)n(-c2ccccc2)n1C returned SENP6 block -2, HKDC1 inhibitor -6, SENP8 block-1 4, NALP3 yeast inh 2, SENP8 block-2 -4, Apaf-1 inh -2, PfGluPho inh -2, SENP7 inh 8 and SENP1 FRET inh 4.
Screening CCOc1ccc(C(CC(=O)O)NC(=O)C(Sc2ccccc2)c2ccccc2)cc1 (stereo unspecified) returned SENP6 block -17, HKDC1 inhibitor -8, SENP8 block-1 11, NALP3 yeast inh -6, SENP8 block-2 -4, Apaf-1 inh -1, PfGluPho inh -11, SENP7 inh 2 and SENP1 FRET inh 0.

Looked up one by one from the list above, five records:
Screening CCN(CC)S(=O)(=O)c1ccc(C)c(NC(=O)CN(C)C)c1 returned SENP6 block 5, HKDC1 inhibitor -10, SENP8 block-1 22, NALP3 yeast inh 15, SENP8 block-2 -1, Apaf-1 inh 4, PfGluPho inh -8, SENP7 inh 8 and SENP1 FRET inh 0.
For Cc1onc(-c2ccccc2Cl)c1C(=O)NCc1nnnn1-c1ccc(F)cc1 the results were SENP6 block -12, HKDC1 inhibitor 0, SENP8 block-1 3, NALP3 yeast inh 16, SENP8 block-2 -5, Apaf-1 inh 4, PfGluPho inh 1, SENP7 inh 4 and SENP1 FRET inh 0.
Screening Brc1ccc(C2=Nn3c(nnc3-c3cccnc3)SC2)s1 returned SENP6 block -15, HKDC1 inhibitor -6, SENP8 block-1 23, NALP3 yeast inh 3, SENP8 block-2 2, Apaf-1 inh 10, PfGluPho inh -11, SENP7 inh -4 and SENP1 FRET inh -1.
`COc1ccc(S(=O)(=O)N2CCCC(C(=O)N3CCOCC3)C2)cc1Cl` (stereo unspecified) gave SENP6 block -12, HKDC1 inhibitor -5, SENP8 block-1 -2, NALP3 yeast inh -9, SENP8 block-2 -1, Apaf-1 inh 5, PfGluPho inh -2, SENP7 inh -1 and SENP1 FRET inh 2.
For O=C(C1CCN(S(=O)(=O)N2CCOCC2)CC1)N1CCN(Cc2ccc3c(c2)OCO3)CC1 the results were HKDC1 inhibitor -25, SENP8 block-1 14, PfGluPho inh -22 and SENP1 FRET inh 2.

(continued)
`C=CCn1cnnc1SCC(=O)N(C1CCCCC1)C1CCS(=O)(=O)C1` (stereo unspecified) gave SENP6 block -9, HKDC1 inhibitor 0, SENP8 block-1 1, NALP3 yeast inh -12, SENP8 block-2 -5, Apaf-1 inh 0, PfGluPho inh 5, SENP7 inh 10 and SENP1 FRET inh 2.
For CCN(CC(=O)Nc1cccc(OC)c1)CC(=O)Nc1ccc(C)cc1Cl the results were SENP6 block -11, HKDC1 inhibitor 1, SENP8 block-1 14, NALP3 yeast inh -7, SENP8 block-2 3, Apaf-1 inh -1, PfGluPho inh 5, SENP7 inh 5 and SENP1 FRET inh 0.
For CC1(C)Cc2c(sc3nc(N/N=C/c4ccccc4)[nH]c(=O)c23)CO1 the results were SENP6 block -5, HKDC1 inhibitor 0, SENP8 block-1 -339, NALP3 yeast inh 11, SENP8 block-2 0, Apaf-1 inh -236, PfGluPho inh -5, SENP7 inh 0 and SENP1 FRET inh -57.
For Cc1ccc(-n2nc3c(=O)n(CCCC(=O)N4CCC(C(N)=O)CC4)nc(C)c3c2C)cc1 the results were SENP6 block -1, HKDC1 inhibitor -2, SENP8 block-1 11, NALP3 yeast inh 7, SENP8 block-2 3, Apaf-1 inh -2, PfGluPho inh 9, SENP7 inh 5 and SENP1 FRET inh 1.
COc1cc(NCCCCCCCN)c2ncccc2c1 was read as SENP6 block 94*, HKDC1 inhibitor 12, SENP8 block-1 17, NALP3 yeast inh 19, SENP8 block-2 89*, Apaf-1 inh 95*, PfGluPho inh 30, SENP7 inh 95* and SENP1 FRET inh -10.
Screening NC(=O)c1c(NC(=O)C2CCCO2)sc2c1CCC2 (stereo unspecified) returned SENP6 block -4, HKDC1 inhibitor -3, SENP8 block-1 -30, NALP3 yeast inh 6, SENP8 block-2 -5, Apaf-1 inh -12, PfGluPho inh 1, SENP7 inh -5 and SENP1 FRET inh -16.

High-throughput results as filed in PubChem BioAssay.
